# Source: PubChem (Sanford-Burnham Center for Chemical Genomics)
# Gli-Sufu antag: antagonists of Gli-Sufu signaling. Sufu-KO-LIGHT fibroblasts, Gli luciferase reporter luminescence. inhibition, % at 5 µM. actives 0.74% (n = 340,000). AID 588413;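 active = inhibition above about 55%, limit read from the data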;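 note: 0% = DMSO-treated cells and 100% = wells with medium but no cells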
# 697 NFkB inh: lowers PMA/ionomycin-induced NF-kB signal in 697 B cells; 697 B-cell NF-kB luciferase reporter, 16 h; inhibition, % at 4 µM; actives 0.33% (n = 330,000); AID 435022; in the data active = inhibition above about 35%
# Jurkat NFkB inh: inhibitors of the PMA/ionomycin-induced NF-kB reporter in Jurkat cells; inhibition, % at 4 µM; actives 0.53% (n = 330,000); AID 435003; PMA/ionomycin-induced NF-kB luciferase reporter, luminescence; in the data active = inhibition above about 50%
# CCR6 antagonist: antagonists of human CCR6 receptor | P51684 | CHO-K1 CCR6 PathHunter beta-arrestin, luminescence, CCL20-stimulated | inhibition, % at 20 µM | actives 0.49% (n = 340,000) | AID 493098;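 active = compounds whose inhibition of the agonist-driven luminescence signal at 20 µM reaches about 50%, limit read from the data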;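 note: cells stimulated with CCL20 at 14 nM final; plate controls were DMSO with CCL20 for no effect and DMSO without agonist for full effect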
# Target sequence (P51684 whole entry, looked up): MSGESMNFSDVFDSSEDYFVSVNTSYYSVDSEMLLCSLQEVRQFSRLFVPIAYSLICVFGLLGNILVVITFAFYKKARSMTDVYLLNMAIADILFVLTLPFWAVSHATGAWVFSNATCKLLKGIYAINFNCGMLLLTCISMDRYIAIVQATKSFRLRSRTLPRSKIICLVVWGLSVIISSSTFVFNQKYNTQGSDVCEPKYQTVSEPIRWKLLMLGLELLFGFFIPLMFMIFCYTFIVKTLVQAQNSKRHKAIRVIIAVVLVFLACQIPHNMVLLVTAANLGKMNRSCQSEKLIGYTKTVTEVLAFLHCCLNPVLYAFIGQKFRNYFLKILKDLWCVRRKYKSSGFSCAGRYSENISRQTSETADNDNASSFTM
# CHOP UPR activ: apoptotic UPR (CHOP) activation | CHO-CHOP luciferase reporter, luminescence; percent of tunicamycin response over DMSO baseline | activation, % at 10 µM | actives 0.34% (n = 330,000) | AID 449763;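 active = at 10 µM dose, activation of 40% or more, normalized to positive control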;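 note: 100% = tunicamycin at 10 µg/mL and 0% = DMSO alone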
#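 System: CHO-CHOP luciferase reporter cell line; amount: 500 cells/well; buffer or medium: F12 medium containing 10% fetal bovine serum; incubation: 6 h compound exposure at 37 °C after overnight seeding; measured by: luciferase luminescence after 10 min with Steady-Glo reagent; evaluation: % reporter activation, DMSO baseline versus tunicamycin full activation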
# EBI2 block: EBI2 (human) antagonism. actives 0.81% (n = 360,000). inhibition, % at 5 µM. P32249. EBI2 beta-arrestin recruitment, luminescence, 7a,25-OHC stimulated; in the data active = inhibition above about 38%;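 note: enzyme fragment complementation signal reports receptor beta-arrestin coupling in cells; 0% = agonist plus DMSO wells and 100% = wells without agonist; some results beyond the cut were filed as inactive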
# Target sequence (P32249 whole entry, looked up, the tested form may be a part): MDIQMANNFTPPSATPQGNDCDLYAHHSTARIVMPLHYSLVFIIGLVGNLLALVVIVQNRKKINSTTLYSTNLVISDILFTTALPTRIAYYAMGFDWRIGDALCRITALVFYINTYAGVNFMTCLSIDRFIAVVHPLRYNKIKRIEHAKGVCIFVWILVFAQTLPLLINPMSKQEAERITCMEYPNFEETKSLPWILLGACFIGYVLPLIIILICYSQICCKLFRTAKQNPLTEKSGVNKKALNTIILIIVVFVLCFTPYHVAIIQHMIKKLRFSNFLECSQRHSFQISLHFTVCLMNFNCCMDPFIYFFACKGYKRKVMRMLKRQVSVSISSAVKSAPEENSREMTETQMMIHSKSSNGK
# CXCR6 block: inhibitors of human CXCR6 receptor. actives 0.36% (n = 360,000). CHO-K1 PathHunter CXCR6 beta-arrestin, luminescence. O00574. inhibition, % at 20 µM. AID 602244; in the data active = inhibition above about 34%, passing the limit was not always enough;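 note: antagonist mode with CXCL16 agonist at 10 nM final; 0% = 10 nM CXCL16 with DMSO and 100% = unstimulated wells without agonist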
# Mdm2 MdmX PPI: human Mdm2/MdmX binding inhibition; SaOS-2 split-luciferase Mdm2/MdmX complementation, luminescence; actives 3% (n = 330,000); AID 485346; inhibition, % at 8 µM; O15151+Q00987;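 active = inhibition of at least 50% at 8 µM in the primary screen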
# XBP1 UPR activ: adaptive UPR (XBP1) activation; activation, % at 20 µM; AID 463104; CHO-XBP1 luciferase reporter, IRE1-XBP1 UPR activation, luminescence; percent of tunicamycin response, DMSO as zero; actives 0.33% (n = 330,000);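 active = versus positive control, 20 µM dose yields 30% or more activation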;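 note: 100% = tunicamycin at 10 µg/mL and 0% = DMSO only wells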
#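 Test system: CHO-XBP1 luciferase reporter cells | Buffer or medium: Serum-containing F12 medium, 10% FBS | Schedule: 6 h compound exposure at 37 °C, 5% CO2 | Detection: Steady-Glo luciferase glow luminescence, 10 min after reagent addition | Read-out basis: Activation, % of tunicamycin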
# Starred values were filed as active, the others as inactive; nt = no result given. This is a random part of the collection; overall some 5% were active at least once.
SMILES,Gli-Sufu antag,697 NFkB inh,Jurkat NFkB inh,CCR6 antagonist,CHOP UPR activ,EBI2 block,CXCR6 block,Mdm2 MdmX PPI,XBP1 UPR activ
CCS(=O)(=O)Nc1ccc(C2=NN(C(=O)c3ccco3)C(c3ccc(Cl)o3)C2)cc1 (configuration not stated),-12.6,15.8,20.6,-0.8,0.8,-37.7,-0.6,26.7,1.0
O=C(Nc1ccc(Br)cc1)C1CC(c2c(F)cccc2Cl)=NO1 (configuration not stated),6.8,6.0,0.4,17.8,1.5,-2.0,-9.1,15.5,-3.8
Cc1cn(C2CCCCO2)c(=O)[nH]c1=O (configuration not stated),2.4,nt,nt,-4.1,nt,-9.1,-2.5,nt,nt
COc1ccc(N(CC(=O)Nc2ccccc2F)S(=O)(=O)c2ccc(OC)c(OC)c2)cc1,nt,16.8,5.2,13.2,-0.9,5.9,2.8,19.0,-6.2
O=C(Nc1ncc(Cc2cccc(Cl)c2)s1)C1=NCCN1,-5.9,-10.5,6.1,21.2,0.5,-12.1,21.7,38.9,-0.3
O=C(NCC1CC1)Nc1cccc(C(F)(F)F)c1,3.7,nt,nt,4.7,nt,-6.1,-2.9,nt,nt
CC(C)(C)N(Cc1ccccc1)C(=O)CN1C(=O)c2ccccc2S1(=O)=O,0.3,4.3,12.8,5.5,-0.9,10.9,0.4,21.9,-2.7
CCOC(=O)N1CCN(C(=O)c2c[nH]c3ccc(S(=O)(=O)N(C)c4ccc(F)cc4)cc3c2=O)CC1,-16.6,13.5,12.2,10.4,1.2,-5.2,4.9,32.0,-5.0
Cc1ccc2nc(N3CCN(C(=O)c4ccco4)CC3)c3nncn3c2c1,-22.5,-16.1,-3.9,7.7,0.3,0.8,1.3,-12.1,2.0
O=c1c2c(-c3ccc([N+](=O)[O-])cc3)csc2nc2n1CCCCC2,-4.5,-1.1,-20.3,6.4,0.9,7.2,7.8,10.0,8.0
COc1ccc(NC(=O)c2nn(C)c3c2CS(=O)(=O)c2ccccc2-3)cc1,-14.7,-5.7,-5.4,-1.6,0.0,-3.1,2.9,17.2,2.9
CCCCN(C(=O)C1=NN(c2cc(C)ccc2C)C(=O)CC1)c1c(N)n(CCC)c(=O)[nH]c1=O,-1.8,18.6,-6.1,6.0,1.2,4.2,-1.4,4.4,-0.5
Cc1cc(C)c2c(=O)n(CC(=O)Nc3ccc(Br)c(C)c3)sc2n1,11.4,4.9,5.4,8.4,-1.4,13.2,-10.0,5.8,-2.4
CN(C)c1ccc(CNCCC(Cc2ccccc2)c2ccco2)cc1 (configuration not stated),2.5,-2.5,10.3,-6.0,0.5,2.1,-9.5,52.3*,-2.8
O=C(/C=C/c1ccc(F)cc1)NC(=S)N1CCCCC1c1cccnc1 (configuration not stated),-1.7,4.1,-14.7,-4.9,1.2,-10.8,3.7,4.5,-0.8
COc1ccc(-c2nc(CN(CC3CCC(=O)N3)C(C)C)c(C)o2)c(C)c1C (configuration not stated),20.8,8.7,21.7,18.8,3.8,0.4,6.4,-0.7,-1.7
O=C(NCc1ccco1)c1ccc(S(=O)(=O)c2cccc(S(=O)(=O)N3CCOCC3)c2)cc1,8.8,-6.3,14.7,11.7,-1.4,-14.5,-3.1,3.3,-0.3
O/N=C/c1cc(Br)ccc1OCc1ccc(F)cc1,-9.7,-0.3,-11.4,-7.7,2.6,22.0,0.4,-22.2,-0.9
O=C(NNc1ccc([N+](=O)[O-])cn1)Nc1ccc(N=Nc2ccccc2)cc1,0.0,nt,nt,46.0,nt,6.8,20.5,nt,nt
Cc1ccc2cc3cc(C(=O)NC4CC4)oc3nc2c1,-15.6,-9.6,-78.9,-3.0,7.1,-11.4,1.3,-72.8,0.1

# With a hit mark in Mdm2 MdmX PPI (from the list above):
mol	697 NFkB inh	Jurkat NFkB inh	CCR6 antagonist	EBI2 block	CXCR6 block	Mdm2 MdmX PPI	XBP1 UPR activ
CN(C)c1ccc(CNCCC(Cc2ccccc2)c2ccco2)cc1 (configuration not stated)	-2.5	10.3	-6.0	2.1	-9.5	52.3*	-2.8

# Some values from above.
# For Jurkat NFkB inh, `Cc1ccc2nc(N3CCN(C(=O)c4ccco4)CC3)c3nncn3c2c1` is entered as -3.9
# For EBI2 block, `COc1ccc(N(CC(=O)Nc2ccccc2F)S(=O)(=O)c2ccc(OC)c(OC)c2)cc1` is entered as 5.9
# For CCR6 antagonist, `Cc1cn(C2CCCCO2)c(=O)[nH]c1=O` (configuration not stated) is entered as -4.1

# Other records follow:
SMILES,Gli-Sufu antag,697 NFkB inh,Jurkat NFkB inh,CCR6 antagonist,CHOP UPR activ,EBI2 block,CXCR6 block,Mdm2 MdmX PPI,XBP1 UPR activ
N#Cc1ccc(C(=O)NC(=S)NC2CCCCC2)cc1,-9.4,-14.0,-5.3,10.3,4.2,6.8,-4.1,5.4,2.6
COc1ccc(C=NNC(=S)NC23CC4CC(CC(C4)C2)C3)cc1OC,18.2,nt,nt,23.4,nt,40.6,16.5,nt,nt
CN(C)CCCOC(=O)c1sc2ccccc2c1Cl,8.4,6.6,-1.4,14.9,3.4,-12.1,0.6,7.4,6.9
O=C(NCc1ccc2c(c1)OCO2)C1CC(=O)N(c2ccc(O)cc2)C1 (configuration not stated),-3.2,7.5,0.0,1.1,0.1,0.2,-6.0,31.4,0.3
COc1cc(C(=O)NCCCNc2nc3cc(C)c(C)cc3cc2C#N)cc(OC)c1OC,-8.9,-0.8,-1.5,1.1,-0.9,-7.9,-10.4,11.5,0.0
COc1ccc(/C=C/C(=O)Nc2ccc3nc4n(c(=O)c3c2)CCCC4)cc1OC,-1.7,-6.0,-3.9,8.9,1.5,1.7,-2.7,59.8*,-1.2
COc1ccc(S(=O)(=O)Nc2cc3c4c(c2)CCN4C(=O)CC3)cc1,1.4,14.0,-16.8,-13.8,-0.9,-2.1,2.6,12.4,4.1
O=C(NC1CCN(C(=O)Nc2ccccc2Cl)CC1)c1cccc(F)c1,11.6,10.1,-13.4,6.5,-2.2,-16.0,-0.5,21.9,2.6
CN(Cc1ccco1)C(=O)C1CCC(=O)N1Cc1ccc(F)cc1 (configuration not stated),-0.5,-1.3,-10.3,9.9,0.9,-8.9,-1.8,10.6,-3.0
CC(NC(=O)Cn1ncc(Cl)c(Cl)c1=O)C12CC3CC(CC(C3)C1)C2 (configuration not stated),8.6,nt,nt,33.2,nt,63.3*,32.2,nt,nt
O=C(c1cc([N+](=O)[O-])ccc1N1CCOCC1)N1CCN(S(=O)(=O)c2cc(Cl)ccc2Cl)CC1,-6.8,19.1,4.6,5.1,-0.4,-8.5,-6.2,12.9,-3.3
Cc1ccc(C(=O)CSc2nnc(-c3c[nH]c4ccccc34)o2)cc1,-5.7,3.1,9.7,-6.6,-2.6,-5.6,-6.9,-11.5,3.6
CCOC(=O)NCc1ccc(S(=O)(=O)Nc2c(C)cccc2C)cc1,1.1,-20.9,-5.3,-2.8,0.3,-11.8,2.0,11.8,0.9
COC(C[C@H]1O[C@H]1[C@H](O)[C@@H](C)OCc1ccccc1)OC,12.5,6.3,2.3,2.4,0.5,-10.3,-1.3,8.4,0.0
CCOC(=O)CN1C(=O)S/C(=C\c2ccc(-c3cccc(C(=O)O)c3C)o2)C1=O,-16.4,-22.3,-3.7,3.1,2.2,-12.2,4.1,7.4,1.5
O=C(CN(CC1CCCO1)S(=O)(=O)c1ccc(S(=O)(=O)NC2CC2)cc1)Nc1ccccc1 (configuration not stated),0.8,-9.8,-7.2,-17.0,-0.9,-8.6,-3.1,15.0,-4.0
CC1CCN(C(=O)CCNC(=O)Cn2cnc3sc4c(c3c2=O)CCCC4)CC1,2.1,-1.4,5.5,-8.4,-3.1,-2.9,1.4,11.1,-0.4
C/C(=N\Nc1cc(C)nc(-c2ccccc2)n1)c1cccc([N+](=O)[O-])c1,-1.0,-18.7,-7.5,4.2,0.6,20.5,-4.2,8.0,-0.7
O=C(CCSc1ccc(Cl)cc1)Nc1cccnc1,-1.6,10.4,1.5,4.8,1.3,-5.6,2.6,-6.0,-0.8
COc1ccccc1NCCC(=O)OCC(=O)NC1CC1,-0.5,10.8,14.0,-4.2,-1.2,-7.2,1.3,28.4,-1.0
Cc1ccc(C2NC(=O)c3c(sc4c3CCN(C)C4)N2)s1 (configuration not stated),-3.9,-33.9,-19.2,13.9,0.8,-11.9,0.7,-8.6,-3.7
COc1ccc(CNC(=O)[C@H](C)NC(=O)C2CC(=O)N(c3ccc4c(c3)OCO4)C2)cc1 (some centres not stated),-5.3,0.8,-4.1,7.8,-1.6,6.9,3.9,2.3,1.8
O=C(OCC1CC(c2ccccc2)=NO1)c1ccc(Cl)cc1 (configuration not stated),2.6,7.0,-3.9,0.5,0.0,7.2,-7.4,4.8,1.4
CCOC(=O)[C@@H]1[C@H]2COc3ccccc3[C@@H]2N2C(=O)N(c3cccc(Cl)c3)C(=O)[C@]12C,-0.3,2.6,6.9,23.3,2.3,19.6,9.6,-14.8,0.2
COc1cc(C(=O)N[C@@H](Cc2c[nH]c3ccccc23)C(=O)O)cc(OC)c1OC,13.1,-7.8,5.4,11.1,-0.9,-2.8,7.2,-2.8,-0.3
Nc1cc(=O)[nH]c(SCC(=O)Nc2cccc(Cl)c2Cl)n1,-5.5,1.8,7.4,-0.6,-0.7,-4.5,4.4,5.9,2.5
CC(C)(C)C1CCC(OC(=O)C[N+]2(C)CCCC2)CC1 (configuration not stated),24.6,-3.3,-5.2,-5.8,-1.9,4.7,4.6,7.2,2.9
COC(=O)c1ccccc1NC(=O)c1ccc(Cn2cc(Cl)cn2)o1,3.6,-37.4,-21.1,-1.1,-0.1,10.9,13.8,20.1,2.7
Cn1cc(Br)c(C(=O)N2CCN(c3cccc(Cl)c3)CC2)n1,7.4,-13.3,-10.4,3.5,0.2,1.5,3.0,-10.5,0.0
CC1CCCC(C)N1C(=O)COC(=O)CNC(=O)C12CC3CC(CC(C3)C1)C2 (configuration not stated),-5.7,23.7,10.8,8.0,-1.7,-4.2,2.3,13.1,-0.1
CCCc1ccc2oc(C(=O)N(C)CCn3ccnc3C)c(C)c2c1,14.1,-28.7,-13.8,5.2,2.7,-15.1,-10.8,1.3,-1.8
O=C(N/N=C/c1ccc(-c2cccc([N+](=O)[O-])c2)o1)[C@H]1C[C@@H]1c1ccccc1,-3.7,-20.5,-7.7,-7.3,-0.9,2.0,-4.8,31.2,-1.1

# Some of these compounds in order of their number in XBP1 UPR activ, highest first:
SMILES	XBP1 UPR activ
Nc1cc(=O)[nH]c(SCC(=O)Nc2cccc(Cl)c2Cl)n1	2.5
O=C(OCC1CC(c2ccccc2)=NO1)c1ccc(Cl)cc1 (configuration not stated)	1.4
Cn1cc(Br)c(C(=O)N2CCN(c3cccc(Cl)c3)CC2)n1	0.0
CC1CCCC(C)N1C(=O)COC(=O)CNC(=O)C12CC3CC(CC(C3)C1)C2 (configuration not stated)	-0.1
